TRb SRC2 PPI = inhibitors of human thyroid hormone receptor beta-SRC2 interaction | P10828 | TRbeta-SRC2 peptide binding, fluorescence polarization; receptor liganded with 1 µM T3 | Potency, µM (series often up to 106 µM), inactives show at the top dose activity change, negative = inhibition, most hits filed as inhibitors | actives 0.065% (n = 280,000);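 also: plate controls were bound peptide for no effect and peptide without receptor for full effect; nearly all actives have a fitted effect of over 50% in size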
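Read-out is fluorescence polarization (555 nm excitation, 632 nm emission) of a Texas Red SRC2 coactivator peptide; loss of signal reflects blocked binding to human TRb ligand-binding domain in the presence of 1 uM T3.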
RGS12 GoLoco inh = RGS12 GoLoco-Gai1 interaction inhibition. P63096. Gai1:RGS12 GoLoco peptide FP, rhodamine, 10 min. Potency, µM (series often up to 61.6 µM), for the others: at the highest dose activity, negative = inhibition, most hits filed as inhibitors. actives 0.44% (n = 230,000); active = well fitted inhibition curve with a large enough effect, not every such curve was filed as active; inactive = no such curve, though single readings can be large or run the other way; also: nearly all actives have a fitted effect of over 30% in size; many of its hits are not listed in these tables
L3MBTL1 inh = L3MBTL1 (human) inhibition; Q9Y468; AlphaScreen L3MBTL1–H3K9me1 peptide binding; Potency, µM (doses to about 57.1 µM), for inactives: at the highest dose activity, negative = inhibition, most hits filed as inhibitors; actives 0.66% (n = 230,000); AID 485360; also: nearly all actives have a fitted effect of over 60% in size
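AlphaScreen proximity signal between nickel-chelate acceptor and streptavidin donor beads (final 10 ug/mL) reports binding of 50 nM L3MBTL1 to 75 nM biotin-H3 K9me1 peptide; complex incubated with compounds 30 min at room temperature; cefsulodin titration as control.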
JMJD2E inh = inhibitors of human JMJD2E histone demethylase; AID 2147; actives 1.6% (n = 230,000); JMJD2E catalytic domain, FDH-coupled NADH fluorescence (FDH is formaldehyde dehydrogenase); Potency, µM (doses to about 57.1 µM), without a hit: at the highest dose activity change, negative = inhibition, usual class: inhibitors; B2RXH2; active = well fitted inhibition curve with a large enough effect, not every such curve was filed as active; inconclusive = small, poorly fitted or top-dose-only effect, or another doubt; inactive = no such curve, though single readings can be large or run the other way;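 also: 0% = wells with enzyme and -100% = buffer wells without enzyme; nearly all actives have a fitted effect of over 50% in size; many of its hits are not listed in these tables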
Target sequence (B2RXH2 1-337 limits assumed): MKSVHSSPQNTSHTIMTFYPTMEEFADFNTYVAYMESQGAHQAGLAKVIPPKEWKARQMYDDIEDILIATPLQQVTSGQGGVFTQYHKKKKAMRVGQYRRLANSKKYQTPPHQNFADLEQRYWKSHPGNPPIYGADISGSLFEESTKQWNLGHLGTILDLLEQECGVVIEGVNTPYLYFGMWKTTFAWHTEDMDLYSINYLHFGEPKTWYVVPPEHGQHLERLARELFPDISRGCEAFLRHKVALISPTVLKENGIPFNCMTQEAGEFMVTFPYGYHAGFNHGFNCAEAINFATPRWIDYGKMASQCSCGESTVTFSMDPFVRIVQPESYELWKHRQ
Tau fibril FP = tau fibrillization inhibition (FP); P10636; K18 P301L tau heparin fibrillization, Alexa594 FP, 6 h; Potency, µM (top dose mostly 57.7 µM), for inactives: at the top dose activity, negative = inhibition, hits mostly inhibitors; actives 0.39% (n = 280,000); also: nearly all actives have a fitted effect of over 55% in size
Target sequence (P10636 561-689 P618L limits assumed): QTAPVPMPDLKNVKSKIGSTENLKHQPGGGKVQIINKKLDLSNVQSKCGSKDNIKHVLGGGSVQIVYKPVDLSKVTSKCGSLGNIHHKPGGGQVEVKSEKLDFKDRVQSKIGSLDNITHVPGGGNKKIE
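Read-out: fluorescence polarization of Alexa 594-labeled tau (0.24 uM), 555 nm excitation, 632 nm emission. Mixtures held 15 uM unlabeled K18 P301L, compound and 20 uM heparin, pH 7 acetate buffer, incubated 6 hr at 37 C.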
Tau ThT inhib = inhibitors of human tau fibril formation, thioflavin T binding; actives 2.1% (n = 270,000); recombinant tau K18 P301L (four-repeat tau fragment), heparin-induced fibrillization, ThT fluorescence; Potency, µM (top dose mostly 57.4 µM), without a hit: at the top dose activity, negative = inhibition, actives largely listed as inhibitors; P10636; AID 1460; also: nearly all actives have a fitted effect of over 55% in size
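Heparin-induced fibrillization of the P301L-mutant K18 repeat-domain fragment of human tau was followed by ThT binding in quantitative high-throughput format.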
RECQ1 helicase = RECQ1 (human) helicase inhibition. P46063. RECQ1 DNA unwinding, red fluorescence kinetic read. Potency, µM (top dose mostly 57.3 µM), for inactives: top-dose activity, negative = inhibition, actives largely listed as inhibitors. actives 0.54% (n = 240,000). AID 2549;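 also: plate controls were vehicle for no effect and no enzyme for full effect; nearly all actives have a fitted effect of over 30% in size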
Target sequence (P46063 whole entry, looked up): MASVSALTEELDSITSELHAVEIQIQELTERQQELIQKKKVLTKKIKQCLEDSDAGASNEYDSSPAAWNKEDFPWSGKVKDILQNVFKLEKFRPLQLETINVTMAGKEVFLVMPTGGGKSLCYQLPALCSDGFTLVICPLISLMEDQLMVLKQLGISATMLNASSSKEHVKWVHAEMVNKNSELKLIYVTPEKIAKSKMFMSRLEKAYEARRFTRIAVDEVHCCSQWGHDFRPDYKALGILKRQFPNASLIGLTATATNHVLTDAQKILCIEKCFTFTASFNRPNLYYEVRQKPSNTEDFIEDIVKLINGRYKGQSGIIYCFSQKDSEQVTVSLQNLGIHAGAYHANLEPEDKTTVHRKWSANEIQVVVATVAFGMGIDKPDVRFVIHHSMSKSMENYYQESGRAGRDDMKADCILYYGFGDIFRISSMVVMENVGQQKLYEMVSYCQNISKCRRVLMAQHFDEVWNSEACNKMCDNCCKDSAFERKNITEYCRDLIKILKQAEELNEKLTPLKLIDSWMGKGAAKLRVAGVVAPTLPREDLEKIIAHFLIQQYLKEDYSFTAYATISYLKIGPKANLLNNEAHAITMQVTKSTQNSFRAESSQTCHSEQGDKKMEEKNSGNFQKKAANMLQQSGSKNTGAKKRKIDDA
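50 nM RECQ1T1 preincubated 15 min with compound in Tris pH 8.0 buffer with MgCl2, DTT, Tween-20 and 2.5 ug/ml poly(dI-dC); started with 200 nM TAMRA/BHQ-2 forked duplex and 2 mM ATP. Unwinding read as fluorescence (525/598 nm), two reads 2 h apart.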
TR SRC2 fluor cs = Texas Red fluorescence interference in TRb-SRC2 counter-screen; TRb/SRC2 Texas Red total fluorescence interference; Potency, µM (series often up to 106 µM), without a hit: top-dose fluorescence change, negative = quenching; actives 0.29% (n = 280,000); active = well fitted curve in either direction with a large enough effect; inconclusive = small, poorly fitted or top-dose-only effect
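Flags fluorescent or light-absorbing compounds by total fluorescence, S + 2P, at 555 nm excitation and 632 nm emission. Mixture: 20 nM Texas Red SRC2 peptide, 0.6 uM human TRb LBD, 1 uM T3, 5% DMSO; compound exposure 5 h at ambient temperature.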
* marks the source's active call; other numbers are inactive results; i = inactive; u = inconclusive; x = not tested or not shown; & = joins results of further samples; [ ] = remark or other dose. Unless noted, calls follow the shape of the dose curve; as a rule, active = well fitted curve in the direction sought with a large enough effect; inconclusive = small, poorly fitted or top-dose-only effect, or another doubt; inactive = no such curve, though single readings can be large; an effect the other way counts as inactive or inconclusive. Unless noted, % is scaled to controls: 0 for no effect and ±100 for the full control effect; potency is read from the fitted curve at half-maximal effect. Some of the compounds tested; rates above refer to the full screens.

SMILES	TRb SRC2 PPI	RGS12 GoLoco inh	L3MBTL1 inh	JMJD2E inh	Tau fibril FP	Tau ThT inhib	RECQ1 helicase	TR SRC2 fluor cs
Cc1cc(/C=N/n2cnnc2)c(C)n1-c1ccc(OCc2ccc(Cl)cc2)cc1	-2%	5%	x	u	3%	u	-9%	0%
[O-][N+]1=c2ccc(Nc3ccccc3)cc2=NC12CCCCC2	u	10%	u	u	u	7.1µM*	i	-3%
CCOC(=O)N1CCN(C(=O)C(C)N(c2ccc(Oc3ccccc3)cc2)S(C)(=O)=O)CC1 (centres undefined)	-1%	-5%	2%	3%	3%	-6%	-7%	-3%
O=C1[C@H]2[C@H]3[C@H](O)[C@H](O)C/C(=N/OCc4ccccc4)[C@@H]3CC[C@@H]2C(=O)N1C1CCCCC1	-3%[11.2 µM]	x	x	x	2%[11.6 µM]	-7%[11.5 µM]	0%[11.5 µM]	0%[11.2 µM]
COc1cc(OC)c(NC(=O)c2c(C)nn(-c3ccc(C)cc3)c2-n2cccc2)cc1Cl	-12%	x	x	x	-7%	-3%	x	0%
CCc1cc2c(=O)[nH]c(Cc3ccccc3)nc2s1	0%	-17%	x	-4%	-11%	-15%	-11%	1%
O=C(NCc1ccco1)c1nn2c(C(F)(F)F)cc(-c3cccs3)nc2c1Br	0%	11%	x	-19%	u	14µM*	-13%	-27%
COc1nc(OC)nc(N2CCC(NC(=O)C(Cc3ccc(C(C)C)cc3)NC(C)=O)CC2)n1 (centres undefined)	-10%	-18%	u	-1%	-5%	-2%	2%	-4%
Cc1cc(C)cc(Oc2c(C(F)(F)F)oc3c(CN4CCCC(C)C4)c(O)ccc3c2=O)c1 (centres undefined)	-1%	x	x	x	-4%	-4%	x	-22%
COc1cc2c3c(c1)c(N=NC(N)=S)c(O)n3C(C)(C)C=C2C	-5%	3%	-10%	-2%	12%	u	-3%	-4%
CCCNC(=O)COC(=O)c1cccnc1Nc1ccccc1F	1%	-8%	8%	u	-2%	-7%	0%	4%
COc1ccc(C2CC(=O)N(CC(=O)NCC3CCCO3)c3ccccc3S2)cc1 (centres undefined)	-3%	-1%	x	3%	-1%	-11%	i	-5%
Cc1cnc(NC(=O)CSc2nnc(Cc3ccccc3)o2)s1	0%	5%	11%[11.4 µM]	7%	-4%	-10%	0%	1%
N#Cc1c(-c2ccccc2)cc(-c2ccccc2)nc1SCc1nnc(-c2ccccc2)o1	-6%	-2%	5%	13%	-14%	6%	-7%	-2%
CC(C)C[C@H](NC(=O)Nc1ccc2c(c1)OCCO2)C(=O)O	11%	-2%	-1%	-11%	1%	-9%	-1%	1%
COC(=O)CSc1nnc2c(C)cc3cc4c(cc3n12)OCCO4	-15%	6%	3%	0%	-3%	-5%	-1%	-1%
CCc1nnc(SCc2nc(-c3ccccc3F)oc2C)c2cc3sccc3n12	-3%	x	x	x	8%	-17%	x	-1%
CNc1ccc(/C=C/C(=O)c2ccc3c(c2)OCCO3)cc1[N+](=O)[O-]	-5%	7%	u	13%	2%	2.5µM*	-8%	-10%
ClC1=C(Cl)C(Cl)(Cl)C(Cl)=C1Cl	0%[201 µM]	4%	x	x	x	x	-6%	0%[201 µM]
CCOCCOC(=O)C(C)Oc1ccc(Oc2ncc(Cl)cc2Cl)cc1 (centres undefined)	2%	x	41%[activator]	1%	1%	-17%	4%	2%
CCOC(=O)c1c(C)oc2nc(C)nc(NCCc3ccc(OCC)cc3)c12	-2%	x	x	x	11%	u	x	-3%
Fc1ccc(CNC(=S)Nc2ccc(OC(F)F)cc2)cc1	-2%[53 µM]	-5%	5%	0%	-11%	7%	1%	-1%[53 µM]
O=C(CSc1nnc(-c2ccc3c(c2)OCCO3)o1)N1CCCC1	-3%	8%	19%	-24%	-10%	-3%	-12%	-8%
CCCC(=O)Nc1sc2c(c1C#N)CCCCC2	-12%	9%	5%	2%	-3%	-2%	-5%	-1%
CC(=O)Nc1ccc(NC(=S)NC(=O)c2oc3ccccc3c2C)cc1	-3%	-2%	-2%	11%	4%	-21%	-13%	0%
COC(=O)N/N=C/c1cc(Cl)cc(Cl)c1OCc1ccc(F)cc1	3%	2%	8%	2%	u	-16%	0%	-2%
COc1ccc(C(=O)NCCc2nc3cc([N+](=O)[O-])ccc3n2C)cc1	6%	5%	-2%	-9%	-6%	u	2%	-6%
CCOC(=O)c1c(C)n(C)c2ccc(OC(=O)c3ccco3)cc12	-2%	3%	-3%	5%	-8%	-6%	-15%	0%
CCCn1c(N2CCN(C(=O)NCc3ccccc3)CC2)nc2ccccc21	-4%	7%	x	-11%	-5%	3%	i	-7%
CC1CN(S(=O)(=O)c2ccc(C(=O)Nc3nc(-c4cc5ccccc5o4)cs3)cc2)CC(C)O1 (centres undefined)	1%	1%	7%	u	-16%	9%	-11%	0%
OCCC1CN(Cc2cccc(C(F)(F)F)c2)CCN1Cc1ccccc1 (centres undefined)	-8%	3%	-11%	-15%	-7%	-3%	i	-8%
CC(C)(C)n1nnnc1C(c1cc2cc3c(cc2[nH]c1=O)OCO3)N1CCN(c2ccccc2)CC1 (centres undefined)	-14%	-1%	-5%	u	-18%	-19%	-5%	0%
C/C(=C\CNc1ncnc2nc[nH]c12)CO	-6%	6%	x	-1%	0%	4%	u	-1%
OCCNc1nc(Nc2ccc(O)cc2)nc2ccccc12	6%	2%	x	1%	14%	-16%	u	-2%
O=C(CCCC(=O)N(CC(=O)NC1CCCC1)C1CCCC1)Nc1ccccn1	7%	-11%	-7%	0%	-6%	5%	-6%	2%
COc1ccc(NCc2nnc(SCC(=O)Nc3cc(C)cc(C)c3)o2)cc1	-6%	9%	x	0%	-9%	u	9%	1%

2 entries picked at random from those above, as already listed:
SMILES	TRb SRC2 PPI	RGS12 GoLoco inh	L3MBTL1 inh	JMJD2E inh	Tau fibril FP	Tau ThT inhib	RECQ1 helicase	TR SRC2 fluor cs
Fc1ccc(CNC(=S)Nc2ccc(OC(F)F)cc2)cc1	-2%[53 µM]	-5%	5%	0%	-11%	7%	1%	-1%[53 µM]
OCCC1CN(Cc2cccc(C(F)(F)F)c2)CCN1Cc1ccccc1 (centres undefined)	-8%	3%	-11%	-15%	-7%	-3%	i	-8%

The list goes on:
SMILES	TRb SRC2 PPI	RGS12 GoLoco inh	L3MBTL1 inh	JMJD2E inh	Tau fibril FP	Tau ThT inhib	RECQ1 helicase	TR SRC2 fluor cs
Cc1ccc[n+](/C(C(=S)NCc2ccco2)=C(/[O-])c2ccccc2Cl)c1	-8%	6%	x	-3%	-10%	-8%	i	2%
Cc1ccc(C)c(NC(=O)C(=O)NCCc2c[nH]c3ccccc23)c1	-5%	-1%	x	0%	-6%	-15%	-2%	-1%
N#C/C(=N\Nc1cccc2ccccc12)c1nnc2n1CCCCC2	5%	-29%	-45%	-2%	-8%	12%	2%	-2%
O=Cc1c(N2CCOCC2)nc2ccccn2c1=O	4%	-4%	x	3%	-10%	-7%	-2%	0%
CCc1ccc(NC(=O)NCCN2CCc3ccccc3C2)cc1	10%	9%	9%	-9%	3%	-14%	0%	-5%
Cc1ccc2c(c1)nc(SCC(O)c1ccc(Br)cc1)n2C (centres undefined)	-2%	x	x	x	-9%	u	x	-1%
CCc1cccc(NC(=S)N(CCOC)C(C)c2ccco2)c1 (centres undefined)	4%	3%	x	-2%	4%	11%	0%	-1%
COc1ccc(C(=O)CN2C(=O)COc3ccccc32)cc1	15%[53 µM]	5%	-6%	0%	-9%	-14%	i	-1%[53 µM]
Cc1ccc(N2C(=O)c3ccc(C(=O)N4CCN(c5ccccc5F)CC4)cc3C2=O)cc1	-2%	-7%	u	4%	17%	-4%	-2%	1%
CC(C)=CCC/C(C)=C/CO/N=C1/C[C@@H](O)[C@@H](O)[C@@H]2[C@H]3C(=O)N(c4ccc(F)cc4F)C(=O)[C@@H]3CC[C@H]12	1%[11.2 µM]	x	x	x	-14%[11.6 µM]	0%[11.5 µM]	i[11.5 µM]	0%[11.2 µM]
CC(CN1CCCCC1)OC(=O)c1ccc(Cl)cc1 (centres undefined)	-5%	-3%	-7%	1%	7%	3%	-3%	-3%
COCCNC(=O)c1ccc(NS(C)(=O)=O)cc1	-3%	-4%	-3%	-1%	0%	-8%	1%	-4%
CCn1c(=S)[nH]c2ccccc21	-1%	8%	x	-5%	4%	-4%	0%	-3%
CSc1nc(-c2ccc(Cl)cc2)nn1S(=O)(=O)c1ccccc1	-9%	1%	24%	-6%	-17%	-21%	-4%	-4%
CCc1ccc(C2C3=C(CC(C)(C)CC3=O)OC3=C2C(=O)CC(C)(C)C3)cc1	5%	4%	5%	5%	-1%	-6%	i	-4%
CCc1c(C)sc(NC(=S)Nc2nc(C)cc(C)n2)c1C(=O)OC	4%	19%	-3%[2.29 µM]	8%	-4%	-8%	i	0%
O=C(NCc1ccco1)c1cc2nc(-c3ccc4c(c3)OCO4)cc(C(F)(F)F)n2n1	7%	3%	7%	-4%	-4%	-7%	i	-8%
C=C(Br)Cn1c(CC)nc2ccccc21	-13%	-6%	-1%	11%	-9%	-5%	-4%	2%
CSc1cccc(NC(=O)c2ccco2)c1	1%	-3%	-3%	1%	-4%	-15%	u	-1%
O=C(CCC1CCCCC1)N1CCN(Cc2ccc3c(c2)OCO3)CC1	-8%	6%	-7%	-5%	11%	-11%	-6%	-2%
O=C(CSc1ncc(-c2ccc(Cl)cc2)[nH]1)Nc1ccccc1F	7%	x	x	x	-4%	-22%	x	-1%
O=C(Nc1ccc(O)c2c(=O)cc(-c3ccccc3Cl)oc12)c1cccs1	-1%&5%	-2%	x	-8%	-11%	-7%	u	-2%&-1%
COc1cc(OC)cc(C(=O)NCC(c2cccs2)S(=O)(=O)c2ccc(F)c(C)c2)c1 (centres undefined)	-2%	x	x	x	-3%	-3%	x	1%
CCOC(=O)c1sc(NC(=O)c2ccc(Br)o2)cc1C	0%	2%	-1%	u	-10%	-13%	-11%	0%
COc1ccc2[nH]c(=O)c(CN(C(=O)c3ccccn3)C3CCCCC3)cc2c1	-1%	-7%	-1%	u	0%	-3%	i	1%
CN(Cc1ccccc1)c1ncnc(N)c1[N+](=O)[O-]	3%	-5%	3%	-2%	-9%	-4%	1%	0%
CC(C)CNC(=O)COC(=O)Cc1ccc(Cl)cc1	-2%	8%	2%	-3%	7%	11%	-4%	-1%

Bioassay records: PubChem, National Center for Advancing Translational Sciences (NCATS)
